CSN deneddyl inh = CSN deneddylation inhibition. Q92905. Purified CSN, SCF-Nedd8-OG deneddylation, fluorescence polarization. inhibition, % at 12.5 µM. hit rate 0.38% among 360,000;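 active = pattern-corrected inhibition above about 35%, with an unprinted fluorescence ratio check between 0.5 and 1.5, limit read from the data, passing the limit was not always enough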;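 also: 0% = enzyme with substrate and 100% = substrate without enzyme; some results filed as inactive read as strong as hits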
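Test system: Human Csn5 produced in HEK293T cells | Compound: 12.5 µM single point | Times: 90 min, room temperature | Signal: Fluorescence polarization readout | Read-out basis: % inhibition of substrate cleavage by Csn5 | Controls: no-enzyme wells high, enzyme-with-substrate wells low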
Rpn11 inh = blocks the human proteasome subunit Rpn11; O00487; human 26S proteasome, Ub4-pepOG fluorescence polarization; 20S core pre-blocked with epoxomicin; calls only at 20 µM; hit rate 0.59% among 360,000;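 active = inhibition at 20 µM, scaled to each plate's controls, above about 33%, limit read from the data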
SKN-1 block = C. elegans SKN-1 inhibition; C. elegans VP596 Pgst-4::GFP/RFP ratio, acrylamide-induced, 24 h; inhibition, % at 21.8 µM; hit rate 0.49% among 360,000;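 active = interference check ratio from 0.5 to 1.5 plus GFP to RFP signal ratio inhibition reaching or exceeding a fixed threshold, cut at about 30% in these data, passing the limit was not always enough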; also: some compounds called inactive have numbers as strong as hits
FAS-TE inh = inhibitors of human fatty acid synthase thioesterase domain | P49327 | recombinant FAS-TE, OMFH fluorogenic substrate, fluorescence endpoint | inhibition, % at 15 µM | hit rate 0.67% among 360,000 | AID 602261;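 active = compounds whose normalised, plate-corrected inhibition of enzyme fluorescence in the single-dose primary screen is 50% or more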;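 also: 0% = DMSO with enzyme and 100% = substrate without enzyme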
PABP1 MLLE inh = blocks PAM2 peptide binding to the PABP1 MLLE domain; P11940; GST-MLLE / FITC-PAM2 fluorescence polarization; inhibition, % at 20 µM; hit rate 0.36% among 360,000; AID 588489; in the data active = inhibition above about 35%, passing the limit was not always enough;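 also: plate controls were DMSO wells with GST-MLLE for no effect and wells lacking GST-MLLE protein for full effect; some results filed as inactive read as strong as hits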
Rin1-Abl PPI inh = inhibitors of human Rin1-Abl protein interaction; TR-FRET Rin1/Abl binding, biochemical; AID 588664; inhibition, % at 7.35 µM; hit rate 0.4% among 360,000; in the data active = inhibition above about 5%, passing the limit was not always enough
MT1-MMP act inh = blocks activation of human MT1-MMP; GFP/RFP ratio change, % at 20 µM; HT1080 RFP-PRO-GFP cells, GFP/RFP ratio fluorescence, overnight; percent of plate control window, DMSO zero; hit rate 0.061% among 360,000; P50281;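 active = GFP/RFP ratio change of at least 30% with cell ATP level not reduced by more than half and red fluorescence within 50% of control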; also: strong numbers were not always called active
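Assay system – RFP-PRO-GFP reporter HT1080 cells · Compound dosing – single dose of 20 µM compound, 1% DMSO final · Incubation – overnight compound exposure at 37 °C · Measure – GFP/RFP fluorescence ratio · Benchmarks – DMSO wells and RFP-L50D-GFP cells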
NadD inh = inhibitors of Staphylococcus aureus NadD; hit rate 0.78% among 360,000; inhibition, % at 20 µM; purified NadD enzyme, colorimetric absorbance read-out; in the data active = inhibition above about 26%; also: some compounds past the cut are filed as inactive
Neddyl block = blocks human cullin neddylation; P61081+Q13564; TR-FRET cullin neddylation, biochemical; calls only at 25 µM; hit rate 0.58% among 360,000; in the data active = inhibition above about 36%
An asterisk follows results filed as active; i = inactive; · = no result given; + = active, no number.

SMILES | CSN deneddyl inh | Rpn11 inh | SKN-1 block | FAS-TE inh | PABP1 MLLE inh | Rin1-Abl PPI inh | MT1-MMP act inh | NadD inh | Neddyl block
CC(C)(C)c1cc(NC(=O)CSc2nncs2)n(-c2ccccc2)n1 | -1 | i | 0 | -11 | -2 | 3 | 1 | -1 | i
CCN(CC)C(=O)C1=C(C)N(Cc2ccc(C(C)(C)C)cc2)C(=O)C(CC(=O)NCc2cccs2)C1 (stereo not drawn) | 6 | i | 6 | 3 | 4 | 2 | 7 | 10 | i
O=[N+]([O-])c1ccc(N/N=C/c2cccc(O)c2O)c(S(=O)(=O)N2CCOCC2)c1 | -7 | i | 7 | 35 | -9 | 1 | -1 | 17 | i
CCC(C)N(C(=O)COC(=O)c1ccc(N)c([N+](=O)[O-])c1)C1CCS(=O)(=O)C1 (stereo not drawn) | 3 | i | 18 | -6 | -45 | -7 | -1 | 2 | i
C=CCCC(=O)Nc1ccc(Br)cn1 | -2 | i | 4 | -8 | -4 | 1 | -2 | -1 | i
CCN(CC)S(=O)(=O)c1cccc(C(=O)NC(C(=O)Nc2nnc(C)s2)C(C)C)c1 (stereo not drawn) | -1 | i | -29 | -5 | -6 | -1 | -3 | -1 | i
N=C(N1CCCc2ccccc21)N1CCCc2ccccc21 | -7 | i | -2 | -6 | -8 | 2 | -2 | 2 | i
CCN(Cc1ccc(Cl)s1)C(=O)c1cccc(OCc2c(C)noc2C)c1 | -6 | i | 6 | 21 | -78 | 6 | 7 | 1 | i
O=[N+]([O-])c1cccnc1N1CCN(c2ccccc2F)CC1 | -10 | i | 3 | 18 | -8 | -5 | -4 | -6 | i
COc1ccc(OC)c2c(N)c(C#N)c(C(F)(F)C(F)(F)F)nc12 | 0 | i | 11 | 2 | -3 | -2 | -3 | 0 | i
COC(CN(C(=O)CCl)C(C(=O)NC1CCCCC1)c1ccc(C)cc1)OC (stereo not drawn) | 2 | i | 3 | -3 | -5 | 5 | -1 | 1 | i
COc1cccc(CNS(=O)(=O)c2csc(C(N)=O)c2)c1 | -2 | i | 14 | -3 | 4 | -2 | 1 | 1 | i
O=C(/C=C/c1ccc2c(c1)OCO2)NCCSCc1cccc(Cl)c1 | -3 | i | 8 | 28 | -2 | -1 | 3 | -3 | i
CNc1nc(N)nc(-c2cc(Cl)ccc2OC)n1 | -1 | i | -11 | -2 | 9 | 3 | 2 | -1 | i
Cc1[nH]c2ccccc2c1/C=N/NC(=O)c1cccs1 | 8 | i | -3 | -4 | -55 | -2 | 7 | -4 | i
C=C(C)CNC(=S)N/N=C(\C)c1cccc(NC(C)=O)c1 | -3 | i | -2 | -13 | 27 | 0 | 4 | 3 | i
COc1cccc(Oc2ccc(C(F)(F)F)cc2NC(=O)c2cccc(F)c2)c1 | 4 | i | 23 | 49 | -58 | -1 | -7 | 3 | i
CC1=CC(=O)N(c2ccc(C)cc2)C1c1ccc(Cl)cc1 (stereo not drawn) | -14 | i | 9 | -2 | 10 | 0 | -7 | -3 | i
COc1ccc(N2CCN(C(=O)C(=O)c3cn(CC(=O)N4CCOCC4)c4ccccc34)CC2)cc1 | 2 | i | -5 | -3 | 4 | -1 | 4 | -6 | i
CCN(CCO)c1cc(Cl)nc(SC)n1 | 0 | i | 8 | -9 | 4 | -3 | 0 | -2 | i
Cc1c(-c2ccccc2)nc(N)c(C#N)c1-c1cccnc1 | 1 | i | -3 | 2 | -3 | -2 | 1 | -5 | i
CCOC(=O)c1noc2c1CCC2 | -1 | · | -13 | · | · | · | 2 | · | i
COc1cc(CN2CCN(C(=O)c3cccc4ccccc34)CC2)cc(OC)c1OC | -2 | i | 18 | -2 | -9 | 0 | 3 | -3 | i
O=C(c1ccccc1F)N1CCN=C1SCc1cccnc1 | 4 | i | 4 | -5 | 5 | -2 | -7 | 6 | i
C=CCn1c(=O)/c(=C/c2ccc(F)cc2)s/c1=C(\C#N)c1nnc2n1CCCCC2 | 0 | i | -11 | 24 | -1 | 2 | 2 | 16 | i

As a short view, part of the list above.
SMILES | CSN deneddyl inh | Rpn11 inh | SKN-1 block | FAS-TE inh | PABP1 MLLE inh | Rin1-Abl PPI inh | MT1-MMP act inh | NadD inh | Neddyl block
Cc1c(-c2ccccc2)nc(N)c(C#N)c1-c1cccnc1 | 1 | i | -3 | 2 | -3 | -2 | 1 | -5 | i
CCOC(=O)c1noc2c1CCC2 | -1 | · | -13 | · | · | · | 2 | · | i
COc1cc(CN2CCN(C(=O)c3cccc4ccccc34)CC2)cc(OC)c1OC | -2 | i | 18 | -2 | -9 | 0 | 3 | -3 | i
O=C(c1ccccc1F)N1CCN=C1SCc1cccnc1 | 4 | i | 4 | -5 | 5 | -2 | -7 | 6 | i
C=CCn1c(=O)/c(=C/c2ccc(F)cc2)s/c1=C(\C#N)c1nnc2n1CCCCC2 | 0 | i | -11 | 24 | -1 | 2 | 2 | 16 | i

Next part:
SMILES | CSN deneddyl inh | Rpn11 inh | SKN-1 block | FAS-TE inh | PABP1 MLLE inh | Rin1-Abl PPI inh | MT1-MMP act inh | NadD inh | Neddyl block
COc1ccccc1OCC(=O)Nc1ccc(S(=O)(=O)N2CCCCCC2)cc1 | 1 | i | 1 | 19 | -1 | -1 | -1 | -3 | i
Cc1ccc(N2C(=O)c3ccc(C(=O)N4CCN(Cc5ccccc5)CC4)cc3C2=O)cc1 | 1 | i | -6 | 5 | 4 | -2 | -1 | -2 | i
CC(C)NC(=O)C1Cc2c(-c3ccc(Cl)cc3)ccnc2O1 (stereo not drawn) | -4 | i | 0 | -6 | 1 | 1 | -2 | -4 | i
CC(=O)Cc1nsc(NC(=O)c2ccc(-c3cc(C(F)(F)F)ccc3Cl)o2)n1 | 0 | i | 7 | -2 | -3 | 2 | -7 | 2 | i
Cc1ccc(S(=O)(=O)N2CCOCC2)cc1C(=O)NCc1ccco1 | 2 | i | 6 | -4 | 14 | -3 | -2 | -1 | i
CC(=O)c1ccc(S(=O)(=O)Nc2ccc(N3CCOCC3)cc2)cc1 | 2 | i | -2 | 0 | 25 | 0 | 2 | 0 | i
O=C(NC1CCS(=O)(=O)C1)c1cccc(Br)c1 (stereo not drawn) | 0 | i | -6 | -6 | -3 | -1 | 0 | -1 | i
CCCCc1cc(=O)oc2cc(OCc3nn[nH]n3)ccc12 | -2 | i | 9 | 4 | 4 | 0 | -6 | 4 | i
COc1ccc(C(=O)OC2CCCCC2CN(C)C)cc1 (stereo not drawn) | 2 | i | 1 | -8 | 7 | -1 | -6 | -5 | i
CCOC(=O)C1CCN(Cc2ccc(Cl)c(Cl)c2)CC1 | -3 | i | 11 | 6 | 6 | -1 | 3 | 2 | i
COc1ccc(OC)c(N2C(=O)CC(NNC(=O)c3ccc4c(c3)OCO4)C2=O)c1 (stereo not drawn) | -3 | i | 10 | 28 | 7 | 2 | 3 | 5 | i
COc1ccc(-c2c(C)nn3c(N4CCN(Cc5ccccc5)CC4)cc(C)nc23)cc1OC | 1 | i | 5 | -130 | -7 | -2 | -2 | -6 | i
CN(CC(=O)NCc1ccc2c(c1)OCO2)S(=O)(=O)c1ccc(Cl)cc1 | -3 | i | -14 | -1 | 1 | 4 | -2 | -6 | i
Cc1ccccc1C(=O)Nc1cccc(NC(=S)NC(=O)c2cccs2)c1 | 2 | i | 15 | 14 | 17 | 2 | 1 | -5 | i
O=C(COC(=O)c1ccc(N2CCCC2=O)cc1)Nc1ccccc1 | 2 | i | -11 | -4 | 2 | 5 | -1 | -2 | i
Cc1cc(=O)c2cc(Br)ccc2n1CC(=O)NCc1ccccc1 | -5 | i | 4 | 30 | -6 | 0 | -3 | -1 | i
COC(=O)C1=CN(c2cc(C)cc(C)c2)C=C(C(=O)OC)C1c1ccc(OC)c(O)c1 | -4 | i | -5 | 17 | -5 | 0 | -7 | -2 | +
Cc1cc(C)cc(C(=O)NCCC(=O)N2CCC3(CC2)NCCc2[nH]cnc23)c1 | 3 | i | 26 | -2 | 6 | -2 | 0 | -1 | i
Cc1c(P(=S)(c2ccccc2)c2ccccc2)[n+]2ccccc2n1CCc1ccccc1 | 7 | i | -13 | 7 | -4 | 0 | -9 | -3 | i
Cc1ccccc1C(=O)N/N=C/c1ccc(OCC(=O)N2CCCCC2)cc1 | 2 | i | -3 | -7 | -11 | -1 | 8 | -7 | i
COC(=O)N/N=C/c1ccc(Oc2ccccc2)cc1 | 1 | i | -11 | 0 | -6 | 2 | -3 | -4 | i
CC(=O)c1cccc(S(=O)(=O)N(C)C2CCN(C)CC2)c1 | 3 | i | 4 | -6 | 8 | 1 | 4 | -10 | i
O=C(COCc1cc(-c2ccc3c(c2)OCO3)on1)N1CCN(c2cccc(Cl)c2)CC1 | 2 | i | -4 | 19 | 10 | 3 | -4 | -2 | i
COc1ccc(S(=O)(=O)N2CCCC2)cc1NC(=O)c1ccccc1 | -5 | i | 2 | 0 | -18 | 2 | 1 | -5 | i
N#CC1=C(N)OC2=C(C(=O)CCC2)C1c1ccc(OC(=O)N2CCOCC2)cc1 (stereo not drawn) | -4 | i | 8 | -8 | -2 | -6 | -5 | -2 | i

In the list so far, three contain a nitro group on carbon:
SMILES | CSN deneddyl inh | Rpn11 inh | SKN-1 block | FAS-TE inh | PABP1 MLLE inh | Rin1-Abl PPI inh | MT1-MMP act inh | NadD inh | Neddyl block
O=[N+]([O-])c1ccc(N/N=C/c2cccc(O)c2O)c(S(=O)(=O)N2CCOCC2)c1 | -7 | i | 7 | 35 | -9 | 1 | -1 | 17 | i
CCC(C)N(C(=O)COC(=O)c1ccc(N)c([N+](=O)[O-])c1)C1CCS(=O)(=O)C1 (stereo not drawn) | 3 | i | 18 | -6 | -45 | -7 | -1 | 2 | i
O=[N+]([O-])c1cccnc1N1CCN(c2ccccc2F)CC1 | -10 | i | 3 | 18 | -8 | -5 | -4 | -6 | i

Following part.
SMILES | CSN deneddyl inh | Rpn11 inh | SKN-1 block | FAS-TE inh | PABP1 MLLE inh | Rin1-Abl PPI inh | MT1-MMP act inh | NadD inh | Neddyl block
Cc1ccc(C)c(CNC(=O)Nc2ccccc2)c1 | -3 | i | 12 | 0 | 1 | 0 | -2 | -2 | i
NC(=O)CC(NC(=O)c1ccc(Cl)cc1)C(=O)NCCc1ccc(S(N)(=O)=O)cc1 (stereo not drawn) | 0 | i | 4 | -4 | 5 | 4 | 0 | -1 | i
CN(C)S(=O)(=O)N(CC(=O)N1CCN(c2ccccc2)CC1)c1ccccc1 | 3 | i | 6 | -5 | -2 | 0 | -2 | 3 | i
COC(=O)CSc1[nH]c2ccccc2c1[N+](=O)[O-] | -4 | i | -3 | -24 | 39* | -3 | -6 | -3 | i
COc1cccc(C(=O)COc2ccc3ccc(=O)oc3c2)c1 | 0 | i | 0 | 13 | 12 | -6 | 1 | -3 | i
O=C(c1ccc2c(=O)n(Cc3ccc4c(c3)OCO4)c(=S)[nH]c2c1)N1CCCCC1 | -4 | i | 3 | -7 | -69 | -1 | 3 | 11 | i
Cc1ccc(-n2nc(C)c(C(C)(O)C(F)(F)F)c2N)cc1 (stereo not drawn) | -1 | i | 5 | -7 | -7 | 1 | -1 | -2 | i

Screening data from PubChem BioAssay.
